Compound activity: PubChem BioAssay, Broad Institute
esBAF inh: inhibitors of esBAF chromatin remodeling in mouse ES cells. Bmi1-luciferase knock-in reporter, 24 h; 100% = twice the neutral-well signal. reporter increase, % at 12.5 µM. actives 2% (n = 350,000). AID 602393; in the data active means activation above about 40%;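 further: 0% = median of the plate's neutral control wells and 100% = double that signal; a rise in the Bmi1 reporter signal indicates esBAF inhibition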
ERAP1 inh: ERAP1 (human) enzyme inhibition; actives 0.15% (n = 340,000); Q9NZ08; recombinant ERAP1, Leu-AMC fluorescence, 60 min; inhibition, % at 10.7 µM;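 active means mean replicate inhibition of at least 30%, or all replicates individually reaching that 30% level; inactive means mean below 30% and not every replicate reaching it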;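 further: 0% = neutral control wells and 100% = L-leucinethiol positive control wells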
CFTR F508del cor: CFTR F508del correction in bronchial cells | CFBE cells, YFP halide quenching; stimulated with forskolin plus potentiator P3; % fluorescence drop versus neutral controls | AID 720511 | activity (quench increase), % at 7.58 µM | actives 0.36% (n = 350,000);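 active means mean added fluorescence quench of at least 8% versus neutral control, with both replicates also reaching 8%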;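 further: cells transiently co-express mutant CFTR-F508del with the halide-sensitive YFP; corrector assay measuring rescue of mutant channel to the surface after 24 h compound exposure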
GSIS activator: primary screen for activators of insulin secretion dependent on glucose, INS-1E cells, GLuc reporter luminescence. INS-1E GLuc reporter insulin secretion, 2-3 h. activation, % at 16.6 µM. actives 0.61% (n = 370,000). AID 743287;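 active means lowest replicate activation of at least 40%, so every replicate reaches that level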;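 further: 0% = median of neutral control wells and 100% = median of IBMX positive control wells; some compounds called inactive have numbers as strong as hits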
ARNT-TACC3 inh: ARNT/TACC3 interaction disruption. actives 0.66% (n = 390,000). inhibition, % at 9.99 µM. AID 623870. AlphaScreen His-ARNT PAS-B/GST-TACC3 binding, luminescence; TACC3 fragment carries E629A point mutation. Q9Y6A5;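 active means mean inhibition of replicates at least 50% and at least half of replicates each reaching 50%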;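 further: 0% = complete ARNT plus TACC3 wells and 100% = ARNT alone without TACC3; many hits fall short of the cut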
XiGFP reactiv: X-chromosome reactivation activator | XiGFP mouse fibroblasts, % GFP-positive cells imaging, 3 d; cells co-treated with 5-aza-dC sensitizer; scaled so ellipticine positive control = 100% | actives 0.055% (n = 360,000) | AID 743238 | activation, % at 7.58 µM;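 active means mean normalized replicate activation at least 10% and every replicate at or above 10%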;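 further: 0% = median of on-plate neutral control wells and 100% = ellipticine 6 µM median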
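Assay system – SV40-immortalized XiGFP fibroblast cells, line 68-5-11 · Buffer or medium – DMEM supplemented with 5-aza-dC as sensitizing agent · Dosing – one concentration, pinned · Benchmarks – positive control ellipticine, 6 µM final · Times – 3 days compound exposure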
RAD54 branch: RAD54 (human) branch migration inhibition; Q92698; RAD54 Holliday junction branch migration, FAM/BHQ fluorescence; inhibition, % at 10.4 µM; actives 0.14% (n = 360,000); AID 602329;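 active means mean normalized replicate activity at least 40 and at least half of replicates scoring 40 or more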;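 further: 0% = median of neutral control wells and 100% = median of positive control wells; inhibitors cause a drop in the FAM fluorescence signal; in these data hits start at about 50%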
RAD52 anneal inh: blocks human RAD52 DNA annealing; P43351; recombinant RAD52 DNA annealing, FRET fluorescence; inhibition, % at 18.7 µM; actives 0.46% (n = 360,000); AID 651710;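 active means every replicate showing at least 50% inhibition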
Target sequence (P43351 whole entry, looked up): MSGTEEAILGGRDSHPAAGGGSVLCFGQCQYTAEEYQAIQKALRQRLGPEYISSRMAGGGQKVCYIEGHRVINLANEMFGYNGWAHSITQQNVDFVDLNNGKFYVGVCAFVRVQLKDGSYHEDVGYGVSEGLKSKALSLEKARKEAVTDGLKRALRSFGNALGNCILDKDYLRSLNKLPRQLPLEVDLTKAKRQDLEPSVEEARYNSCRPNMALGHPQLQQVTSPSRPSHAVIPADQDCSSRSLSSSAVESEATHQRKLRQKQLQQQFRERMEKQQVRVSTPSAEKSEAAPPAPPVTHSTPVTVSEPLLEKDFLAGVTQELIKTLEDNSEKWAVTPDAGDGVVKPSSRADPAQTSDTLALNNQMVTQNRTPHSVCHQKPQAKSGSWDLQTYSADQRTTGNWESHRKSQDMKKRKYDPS
An asterisk follows results filed as active; · = no result given.

SMILES | esBAF inh | ERAP1 inh | CFTR F508del cor | GSIS activator | ARNT-TACC3 inh | XiGFP reactiv | RAD54 branch | RAD52 anneal inh
C[C@@H]1CN([C@@H](C)CO)S(=O)(=O)c2ccc(C3=CCCCC3)cc2O[C@H]1CN(C)C(=O)c1ccc(F)cc1 | 0 | 3 | 1.7 | -10 | -1 | -0.9 | -7 | 14
CCOC(=O)C1(C)CCN1C(=O)c1cccc(C(F)(F)F)c1 (centres undefined) | -1 | -1 | 3.9 | 3 | · | 0.4 | -7 | -6
CC(C)c1cc(NC(=O)c2ccccc2)cc(C(C)C)c1O | -1 | -3 | -3.4 | -11 | 1 | 0.0 | -1 | -7
CCN(C[C@H]1N[C@@](CC)(C(=O)OC)[C@H]2C(=O)N(Cc3ccccc3)C(=O)[C@@H]12)C(=O)c1ccc(C(C)(C)C)cc1 | 5 | 0 | 2.1 | -23 | 4 | -0.1 | 2 | -12
CCOc1ccc(Oc2ccc(NS(=O)(=O)c3ccc(CCC(=O)O)cc3)cc2)cc1 | 0 | -3 | · | · | · | 0.0 | 6 | -15
CCCCc1c(-c2ccccc2OC)ncn1Cc1cc(F)ccc1F | · | 0 | -3.3 | 15 | · | 0.1 | · | -12
CC(=O)Nc1ccc(OC(=O)c2cc3cc(Br)cc(Br)c3oc2=O)cc1 | · | -1 | -0.7 | -47 | · | -0.1 | · | -7
CNS(=O)(=O)c1ccc(CNC[C@H]2O[C@@H](n3cnc4c(=O)[nH]c(N)nc43)[C@H](O)[C@@H]2O)cc1 | 1 | -3 | -0.4 | 12 | · | 0.2 | -1 | -16
CCNC(=O)Cc1ccc(S(=O)(=O)N2CCOCC2)s1 | -4 | -2 | 1.8 | -2 | · | 0.0 | 3 | -10
CCCCC(c1nc2ccccc2[nH]1)n1c(-c2ccccc2)nc2ccccc21 (centres undefined) | 17 | 0 | 1.8 | · | · | 0.1 | -7 | -6
CCCCc1ccc(Nc2ncnc3nc[nH]c23)cc1 | 9 | 1 | -2.0 | · | 2 | -0.1 | -1 | 7
CC(C)N1CCN(C(=O)c2ccc([N+](=O)[O-])cc2)CC1 | · | -3 | -1.1 | 14 | · | -0.1 | 2 | -10
CNC(=O)C1(C(F)(F)F)C/C(=C\CCO)CCCO1 (centres undefined) | · | -4 | 1.8 | · | -3 | 0.0 | -8 | -24
COc1ccc(/C=C2\SC(=S)N(CCC(=O)Nc3cccc(O)c3)C2=O)cc1OC | 3 | 2 | 2.8 | 4 | -1 | 0.7 | -8 | -22
COc1ccc(C(=O)NCC(=O)OCc2cccc(Br)c2)cc1 | 3 | 8 | 0.2 | -8 | -7 | · | -5 | -13
Cc1c(NC2=CC(=O)CCC2)c(=O)n(-c2ccccc2)n1C | · | 0 | 0.9 | 20 | 1 | -0.2 | 2 | 4
CCCn1c(C(C)NS(=O)(=O)c2ccccc2)n[nH]c1=S (centres undefined) | 6 | 1 | -2.4 | 1 | -1 | 0.1 | 5 | -17
C=C1C(=O)C=C[C@]2(C)C[C@@H]3OC(=O)[C@](C)(O)[C@H]3C[C@@H]12 | 9 | 3 | 1.5 | -14 | 6 | 0.0 | 6 | -13
C[C@@H]1CN([C@@H](C)CO)C(=O)c2cccc(NC(=O)C3CC3)c2O[C@H]1CN(C)Cc1ccc(C(=O)Nc2ccccc2N)cc1 | -5 | -1 | -0.6 | 1 | -2 | 0.2 | 6 | 14
CCCn1c(SC(C)C(=O)NCC2CCCO2)nc2sc3c(c2c1=O)CCC3 (centres undefined) | · | 2 | 0.3 | 5 | -5 | 0.3 | · | 0
Cc1ccc(S(=O)(=O)Nc2ccc3c(c2)C(=O)N([C@@H](C)CO)C[C@H](C)[C@H](CN(C)Cc2ccc(C(=O)O)cc2)OCCCC[C@@H](C)O3)cc1 | 0 | -1 | -2.4 | 13 | -3 | 0.3 | 2 | -7
CCCNC(=O)C[C@H]1CC[C@H]2[C@@H](COC[C@H](O)CN2CC2CCCCC2)O1 | -4 | 2 | -1.8 | -4 | -2 | 0.2 | -3 | -16
O=C(CNC(=O)c1ccco1)Nc1ccc(OC(F)F)cc1 | -2 | 3 | -2.5 | 4 | -4 | 0.0 | 10 | -7
COc1ccc(Br)c(Cn2c(C)c(C(=O)NCc3ccccc3C(F)(F)F)sc2=O)c1 | -6 | · | 1.1 | -6 | · | -0.1 | -2 | -9
CCN(C(=O)COC(=O)CCC(=O)c1cccs1)C1CCCCC1 | 6 | 1 | -6.5 | 2 | -11 | -0.6 | 2 | 0

An excerpt from above in order of their number in ARNT-TACC3 inh, falling.
canonical_smiles	ARNT-TACC3 inh
C=C1C(=O)C=C[C@]2(C)C[C@@H]3OC(=O)[C@](C)(O)[C@H]3C[C@@H]12	6
CCN(C[C@H]1N[C@@](CC)(C(=O)OC)[C@H]2C(=O)N(Cc3ccccc3)C(=O)[C@@H]12)C(=O)c1ccc(C(C)(C)C)cc1	4
CNC(=O)C1(C(F)(F)F)C/C(=C\CCO)CCCO1 (centres undefined)	-3

Later entries:
SMILES | esBAF inh | ERAP1 inh | CFTR F508del cor | GSIS activator | ARNT-TACC3 inh | XiGFP reactiv | RAD54 branch | RAD52 anneal inh
O=C(NCCCn1ccnc1)C1CCN(S(=O)(=O)c2ccc(F)cc2)CC1 | -1 | -1 | -1.8 | 2 | -3 | 0.0 | -7 | 1
CCN(CC)C(=O)CSc1nc2nc(C)cc(C)c2c(=O)[nH]1 | -6 | · | · | -3 | -6 | · | 2 | ·
COc1cc(CNCC2CCCO2)ccc1OCC(N)=O (centres undefined) | · | -3 | -0.1 | 10 | -1 | 0.0 | · | -20
CCCCC(=O)N(C)c1c(CC)nc2c(OCc3ccc(C#N)cc3)cccn12 | -6 | 1 | 2.1 | -27 | · | -0.2 | 5 | -135
O=C(NNC(=O)c1cc(Cl)ccc1O)c1ccc(NS(=O)(=O)c2cccs2)cc1 | -1 | 10 | -1.7 | -16 | 16 | 0.0 | -17 | -7
Cc1ccc2c(CN3CCCCC3)cc(=O)oc2c1 | 36 | 0 | 0.2 | 3 | -6 | 0.1 | 1 | -14
Nc1[nH]c(C(=O)c2ccccc2)c(-c2ccc(Cl)cc2Cl)c1C(=O)c1ccccc1 | · | 0 | 0.3 | -24 | · | 0.6 | · | -13
CCOc1ccccc1-n1c(SCC(=O)N(C(C)C)C(C)C)nnc1-c1cccnc1 | 3 | 2 | · | · | 16 | · | -2 | 1
COc1cccc(C(=O)Nc2ccc3c(c2)C(=O)N(C)C[C@@H](OC)[C@@H](C)CN(C(=O)C2CCCC2)[C@@H](C)CO3)c1 | -3 | 0 | 0.5 | -32 | -30 | 0.2 | 1 | 9
CC(=O)Nc1ccc2c(O)cc(S(=O)(=O)O)cc2c1 | -2 | 2 | 2.0 | 12 | -12 | 0.1 | -4 | -38
COc1ccc(C#Cc2ccc([C@H]3[C@@H](CO)N4CCCCN(C(=O)Nc5cccc(F)c5)C[C@H]34)cc2)cc1 | -46 | · | -4.3 | -2 | 12 | 0.0 | 51* | ·
COc1ccccc1C(NC(=O)CC(C)C)c1c(O)ccc2ccccc12 (centres undefined) | 4 | 3 | -0.4 | · | 8 | 0.1 | 8 | -4
CCOC(=O)C1=C(C)N(CCCC(=O)O)C(=O)NC1c1ccc(OC)cc1 (centres undefined) | -2 | · | -1.9 | · | -5 | 0.2 | -5 | -3
COc1ccc(CCNC(=O)CSc2cn(Cc3ccccc3)c3ccccc23)cc1OC | -9 | 6 | 5.2 | 3 | -1 | 0.0 | -2 | -5
CCOc1ccc(CCNC(=O)c2cccc(S(=O)(=O)N3CCCCC3)c2)cc1OCC | · | -3 | 0.3 | -14 | 2 | 0.0 | · | -15
C/C(=N\O)C(C)NC(=O)c1ccccc1 (centres undefined) | · | 0 | · | -4 | 4 | 0.1 | · | -5
C[C@H]1CN([C@@H](C)CO)C(=O)c2cc(-c3ccc(C(=O)N(C)C)cc3)cnc2O[C@@H]1CN(C)C(=O)c1ccncc1 | -3 | 2 | -0.4 | 5 | -6 | 0.2 | 8 | -16
O=S(=O)(NC(CO)Cc1ccccc1)c1cc(Cl)ccc1F (centres undefined) | 7 | -6 | 0.6 | 6 | -2 | 0.0 | 1 | 0
Cc1ccc(C(=O)N/N=C(/CC(=O)c2cccs2)C(F)(F)F)cc1 | · | 2 | · | -34 | 4 | -0.1 | -2 | -6
Cc1ccccc1-n1nnnc1SCC(=O)Nc1ccc(N2CCN(C)CC2)cc1 | -4 | 0 | -0.6 | 1 | 0 | 0.1 | -13 | -14
Cc1ccc(S(=O)(=O)N(C)C[C@H]2OCCCC[C@@H](C)Oc3ccc(NC(=O)Nc4ccc5c(c4)OCO5)cc3C(=O)N([C@@H](C)CO)C[C@@H]2C)cc1 | -2 | 2 | 0.4 | -21 | 28 | 0.2 | 11 | -11
Cc1cc(C)cc(NC(=O)c2ccc(CN3CCc4ccccc4C3)cc2)c1 | -6 | 1 | 0.7 | -16 | 38 | 0.0 | -28 | -14
CCOc1cccc2sc(N(CCN(C)C)C(=O)c3cc4ccccc4cc3OC)nc12 | -3 | -3 | -0.9 | -57 | 33 | 0.1 | 23 | 64*
CC(C)C(=O)Nc1ccc2c(c1)C(=O)N(C)[C@@H]1CC[C@H](CC(=O)N[C@@H](C)c3ccccc3)O[C@H]1CO2 | -1 | · | -2.3 | 7 | -9 | 0.3 | 2 | ·
O=c1[nH]c(SCCOc2ccccc2F)nc2ccccc12 | · | -4 | 1.8 | -2 | -3 | 0.0 | · | 0

Following part.
SMILES | esBAF inh | ERAP1 inh | CFTR F508del cor | GSIS activator | ARNT-TACC3 inh | XiGFP reactiv | RAD54 branch | RAD52 anneal inh
CC(C)NC(=O)CN(C(=O)CCC(=O)Nc1nccs1)c1ccc2c(c1)OCO2 | · | -3 | -0.1 | 17 | 5 | 0.1 | -4 | -15
CCCN(C)C[C@H]1Oc2ncc(-c3ccncc3)cc2C(=O)N([C@@H](C)CO)C[C@@H]1C | 4 | 2 | -2.5 | 12 | -3 | 1.7 | 0 | -3
CN(CCCNC(=O)Cn1cc2c(n1)CCCC2)C1CCCCC1 | -3 | · | -3.8 | 1 | · | 0.3 | -8 | -4
O=C(NCCc1ccccc1)c1ccc(-c2ccccc2C(F)(F)F)o1 | · | · | -1.1 | 5 | · | -0.1 | · | -11
O=C(CCCN1C(=O)S/C(=C/c2ccccc2)C1=S)Nc1ccc(C(=O)O)cc1 | 2 | -2 | -2.7 | 15 | 4 | 0.0 | 14 | -48
CCC(OC(=O)c1nsc(Cl)c1Cl)C(=O)NCCOC (centres undefined) | · | 4 | 0.2 | 11 | -3 | -0.1 | · | 6
CN1C(=O)c2cc(NC(=O)c3ccc(Cl)cc3)ccc2OC[C@H]2O[C@@H](CC(=O)NCc3cccc(F)c3)CC[C@H]21 | 5 | 0 | 2.5 | -7 | 22 | 0.3 | -1 | -11
COc1ccccc1Cc1c(-c2cccc(Cl)c2)nc2ccc(Cl)cn12 | 18 | 11 | 0.1 | 28 | · | 0.1 | 1 | -59
CO[C@H]1CN(C)C(=O)c2ccc(NC(=O)c3ccc(F)cc3)cc2OC[C@@H](C)NC[C@@H]1C | 3 | -1 | 2.8 | 9 | 0 | 0.0 | 12 | -5
Cc1noc(C)c1C(=O)Nc1nc(-c2ccc([N+](=O)[O-])cc2)cs1 | · | 0 | -2.1 | -12 | -2 | 0.0 | -7 | 0
COC(=O)[C@]1(C)N[C@H](c2ccc(-c3cccc(Cl)c3)cc2)[C@@H]2C(=O)N(C)C(=O)[C@@H]21 | 3 | 0 | 2.7 | · | -2 | 0.0 | -8 | -32
O=C(Oc1ccc[nH]c1=O)c1ccccc1 | -8 | 4 | · | · | · | 0.2 | 16 | -11
CCC(C)(C)n1nnnc1CN1CCSCC1 | -2 | 0 | 0.9 | 6 | 33 | · | -2 | 8
